GPT2 inh: Primary qHTS assay for inhibitors of Glutamate pyruvate transaminase 2 (GPT2); 0.25% of 100,000 active; AID 1671188, 2021; Potency, µM (titrated, usually from 57.7 µM), for the others: at the top dose activity change, negative = inhibition, usual class: inhibitors; Recombinant GPT2, coupled pyruvate oxidase/HRP Amplex Red fluorescence; Alanine aminotransferase 2 (Homo sapiens), Q8TD30; further: potency means the concentration at half of the fitted maximal effect; nearly all actives have a fitted effect of over 60% in size; many of its hits are not listed in these tables
Target sequence (Q8TD30 whole entry, looked up): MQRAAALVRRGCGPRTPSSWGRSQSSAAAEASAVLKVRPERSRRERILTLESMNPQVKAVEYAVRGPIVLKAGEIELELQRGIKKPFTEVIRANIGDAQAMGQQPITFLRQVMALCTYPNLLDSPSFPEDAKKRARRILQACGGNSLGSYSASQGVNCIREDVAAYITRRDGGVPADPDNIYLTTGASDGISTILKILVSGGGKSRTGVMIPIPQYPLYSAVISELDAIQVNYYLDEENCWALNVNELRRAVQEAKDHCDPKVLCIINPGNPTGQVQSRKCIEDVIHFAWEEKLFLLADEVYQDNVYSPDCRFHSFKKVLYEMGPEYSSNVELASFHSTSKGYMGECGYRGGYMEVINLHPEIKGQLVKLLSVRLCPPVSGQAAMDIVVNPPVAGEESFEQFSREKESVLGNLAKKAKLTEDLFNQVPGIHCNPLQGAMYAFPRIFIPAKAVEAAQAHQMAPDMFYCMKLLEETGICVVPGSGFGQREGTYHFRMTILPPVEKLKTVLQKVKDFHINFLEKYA
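Fluorescence read-out: pyruvate from GPT2 turnover coupled to pyruvate oxidase, HRP and Amplex Red (0.2mM ThPP, 0.2U/mL PO and HRP, 50uM Amplex final). Substrates 250uM a-KG, 2mM L-alanine; enzyme 10ng/uL; 30 min RT.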
FLuc inh: Firefly luciferase inhibition profiling of diverse chemical library using quantitative high-throughput screening; Luciferin 4-monooxygenase (Photinus pyralis), P08659; purified P. pyralis luciferase, luminescence, biochemical; Potency, µM (top dose mostly 115 µM), for the others: at the highest dose activity change, negative = inhibition, hits mostly inhibitors; 2.5% of 76,000 active; AID 1347043, 2019; further: potency means the concentration at half of the fitted maximal effect; nearly all actives have a fitted effect of over 65% in size
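Biochemical qHTS: compound (6-point titration) added to 10uM D-luciferin plus 10uM ATP in Tris acetate pH 7.5 buffer with Mg, Tween-20 and BSA, then purified enzyme at 10nM; light output imaged.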
SNCA expr inh: Primary qHTS assay for inhibitors of alpha-synuclein gene (SNCA) expression | HEK-293 SNCA-luciferase knock-in, luminescence, 24 h | Potency, µM (top dose mostly 57.2 µM), for inactives: at the top dose activity change, negative = inhibition, hits mostly inhibitors | 0.17% of 140,000 active | AID 1671194, 2021;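 further: potency means the concentration at half of the fitted maximal effect; plate controls were DMSO cells for no effect and cell-free wells for full effect; nearly all actives have a fitted effect of over 45% in size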
HEK293 tox: Cytotoxic Profiling in HEK 293 Cell Line of Diverse Libraries Using Quantitative High-Throughput Screening. HEK 293 viability, ATP luminescence (CellTiter-Glo), 48-72 h. Potency, µM (doses to about 115 µM), inactives show top-dose activity change, negative = cytotoxicity, actives largely listed as inhibitors. 6.6% of 94,000 active; further: potency means the concentration at half of the fitted maximal effect; nearly all actives have a fitted effect of over 60% in size
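CellTiter-Glo luminescence (cellular ATP) was read after 48 or 72 hr of compound exposure at 37 degree Celsius. Cells were HEK 293 plated at 250 cells/well.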
3T3 cytotox: Cytotoxic Profiling in NIH 3T3 Cell Line of Diverse Libraries Using Quantitative High-Throughput Screening; Potency, µM (top dose mostly 96.7 µM), for inactives: top-dose activity change, negative = cytotoxicity, actives largely listed as inhibitors; 4.3% of 94,000 active; NIH 3T3 viability, CellTiter-Glo ATP luminescence, 48-72 h; further: potency means the concentration at half of the fitted maximal effect; nearly all actives have a fitted effect of over 55% in size
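Cells were seeded at 400 per well, treated with pin-transferred compound, and kept 48 or 72 hr at 37 °C before CellTiter-Glo addition and luminescence imaging of cellular ATP.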
SNCA viab count: GF-AFC viability counterscreen for inhibitors of alpha-synuclein gene (SNCA) expression; HEK-293-SNCA-luc viability, GF-AFC fluorescence, 24 h; Potency, µM (doses to about 57.1 µM), without a hit: at the highest dose activity change, negative = cytotoxicity, hits mostly cytotoxic; 0.12% of 150,000 active; AID 1671193, 2021;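 further: potency means the concentration at half of the fitted maximal effect; 0% = DMSO-treated cells and -100% = medium-only wells without cells; nearly all actives have a fitted effect of over 30% in size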
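Cytotoxicity counterscreen: after 24 h compound treatment of genome-edited SNCA-luciferase HEK-293 cells, live-cell protease substrate GF-AFC read by fluorescence after 30 min; activity scaled between DMSO (0%) and medium-only (-100%), curves Hill-fitted.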
IP6K1 inhibitor: Primary qHTS assay for small molecule inhibitors of Inositol hexaphosphate kinase 1 (IP6K1); Inositol hexakisphosphate kinase 1 (Homo sapiens), Q92551; IP6K1 kinase, ADP-Glo luminescence, 2 h; stronger effect = lower value; activity change, % (series mostly up to about 58 µM); 0.81% of 140,000 active; AID 1645851, 2021; in the data active means activity change below about -25%
Target sequence (Q92551 whole entry, looked up): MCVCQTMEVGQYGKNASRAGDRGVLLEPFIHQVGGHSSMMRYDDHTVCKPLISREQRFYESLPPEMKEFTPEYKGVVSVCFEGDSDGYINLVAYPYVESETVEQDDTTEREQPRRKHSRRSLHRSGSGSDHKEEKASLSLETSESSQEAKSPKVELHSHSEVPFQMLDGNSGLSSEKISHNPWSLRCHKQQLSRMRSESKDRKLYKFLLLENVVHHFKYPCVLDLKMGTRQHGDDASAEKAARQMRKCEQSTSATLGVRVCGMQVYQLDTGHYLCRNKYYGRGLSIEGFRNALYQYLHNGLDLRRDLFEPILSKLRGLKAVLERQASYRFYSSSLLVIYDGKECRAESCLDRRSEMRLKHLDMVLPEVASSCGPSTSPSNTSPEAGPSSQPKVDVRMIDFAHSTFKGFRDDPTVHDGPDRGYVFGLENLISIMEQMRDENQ
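ADP-Glo luminescence measures ADP made by human IP6K1 during a 2 h RT reaction with ATP/IP6 (mix at 1.3 mM/130 uM); top library doses 57.5 and 19.1 uM final.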
Numbers without * were called inactive; i = inactive; ? = inconclusive; / = not tested or not shown; [ ] = dose if it differs, or a comment. Unless noted, the call rests on the fitted dose curve; in most records, active means well fitted curve in the direction sought with a large enough effect; inconclusive means small, poorly fitted or top-dose-only effect, or another doubt; inactive means no such curve, though single readings can be large; an effect the other way counts as inactive or inconclusive. Unless noted, on the % scale 0 is the no-effect control and ±100 the full control effect.

SMILES	GPT2 inh	FLuc inh	SNCA expr inh	HEK293 tox	3T3 cytotox	SNCA viab count	IP6K1 inhibitor
CCOc1cccc(CNC(=O)CCC2CCCN(S(=O)(=O)c3ccc(C)cc3)C2)c1 (stereo not drawn)	4%	-3%	-19%	?	?	-14%	23
C#CCNC(=O)c1nc2cccnc2n(CC(C)C)c1=O	i	/	5%[87.6 µM]	-15%[172 µM]	-17%[138 µM]	-23%[87.6 µM]	15
O=C(Nc1ccc(C(F)(F)F)cc1)C1CCCN(c2cnccn2)C1 (stereo not drawn)	/	/	29%	/	/	-2%	11
CN(C)C(=O)C1CCc2nnc(C(C)(C)C)n21 (stereo not drawn)	3%[88.5 µM]	/	4%[87.6 µM]	0%[172 µM]	5%[138 µM]	-1%[87.6 µM]	-5
Cc1ccc(OCC(=O)Nc2ccc3c(c2)nc(CCNC(=O)c2ccco2)n3C)cc1	/	/	-16%	/	/	-3%	7
CCOCCOC1CCN(C(=O)NCc2ccccc2)CC1	i	-2%	-17%	-2%	i	5%[12.5 µM]	34
Cn1nccc1C(=O)N1CCCN(S(=O)(=O)c2ccccc2)CCC(=O)NCC1	?	-12%	13%	-8%	-13%	2%	5
CNC(=O)c1cc(C2CC2)nc2c1c(C1CCN(C(=O)c3ccc(Cl)nc3)C1)nn2C (stereo not drawn)	/	/	/	-10%	i	/	1
CC(C)(C)NS(=O)(=O)c1ccccc1-c1nc(N)nc2c1CCC2	-12%	5%	6%	-9%	-12%	8%	3
COc1ncccc1-c1nc(-c2c(C)noc2C)cc2c1cc(C)n2CCN(C)C	4%[88.5 µM]	-4%[172 µM]	24%[87.6 µM]	?	10µM*	-14%[87.6 µM]	9

Two of the compounds above, as labelled records:
CN(C)C(=O)C1CCc2nnc(C(C)(C)C)n21 (stereo not drawn)
- GPT2 inh = 3%[88.5 µM]
- FLuc inh = /
- SNCA expr inh = 4%[87.6 µM]
- HEK293 tox = 0%[172 µM]
- 3T3 cytotox = 5%[138 µM]
- SNCA viab count = -1%[87.6 µM]
- IP6K1 inhibitor = -5
Cc1ccc(OCC(=O)Nc2ccc3c(c2)nc(CCNC(=O)c2ccco2)n3C)cc1
- GPT2 inh = /
- FLuc inh = /
- SNCA expr inh = -16%
- HEK293 tox = /
- 3T3 cytotox = /
- SNCA viab count = -3%
- IP6K1 inhibitor = 7

(next part)
SMILES	GPT2 inh	FLuc inh	SNCA expr inh	HEK293 tox	3T3 cytotox	SNCA viab count	IP6K1 inhibitor
CCC(C)n1c(=O)c2sccc2n2c(CCCC(=O)N3CCN(c4ccccc4)CC3)nnc12 (stereo not drawn)	/	/	-3%	/	/	?	24
O=C(NCc1ccccn1)C1c2ccccc2C(=O)N(C2CCCCC2)C12CCCCC2 (stereo not drawn)	-6%	-2%	-21%	25µM*	?	-14%	7
COc1cc(OC)cc(-c2nnc(SCC(=O)c3ccc([N+](=O)[O-])cc3)o2)c1	/	/	11%	/	/	2%	-4
Cn1c(=O)c2c(ncn2CC(=O)N2CCC(Cc3nc(C4CCOCC4)no3)CC2)n(C)c1=O	0%	-2%	3%	5%	i	0%	5
Cc1cc(C(=O)N2C[C@@H](COc3ccccc3)[C@H](C(N)=O)C2)c(C)o1	i	3%	10%	-8%	-23%	6%	2
CC(C)NC(=O)N(C1CC1)C1CCOC2(CCN(C(=O)Cc3ccsc3)CC2)C1 (stereo not drawn)	3%	/	-10%	-3%	-23%	-3%	0
O=C(c1ccccc1F)N1CCC(Cc2nc(C3CCOCC3)no2)CC1	0%	0%	-6%	?	?	5%	-6
COc1ccc(CNC(=O)N2CCCC(Cc3noc(-c4ccncc4)n3)C2)cc1 (stereo not drawn)	i	0%	-5%	?	-34%	-4%	1
O=C(C1CCCN1[S+](=O)([O-])c1cccs1)N1CCC(c2nc3ccncc3[nH]2)CC1 (stereo not drawn)	-3%	/	4%	2%	0%	1%	-14
COc1ccc2[nH]cc(CCNC(=O)CCC[C@H]3NC[C@@H]4C[C@H]3CN(Cc3ccccc3)C4)c2c1	?	-5%	-27%	-23%	-13%	-13%	1
Cc1ccc(CNC(=O)c2ccc3c(c2)CN(Cc2cncs2)CCO3)cc1	-5%	-4%	-15%	?	-9%	6%	7
C[C@@H](c1ccccc1)N(C)C(=O)c1cc(COc2cccc(F)c2)[nH]n1	?	-9%	-4%	?	?	-6%	8
O=C1CCN(S(=O)(=O)c2ccccc2)CCCN(CC2CCCCC2)CCN1	1%	5%	?	-22%	-17%	1%	0
Cc1ccc(C)c(Cn2c3ccccc3c3cnn(CC(=O)NCCCc4ccccc4)c(=O)c32)c1	/	/	2%	/	/	-1%	-18
COc1cccc(C(=O)c2cn(CC(=O)NCc3ccccc3)c3nc(C)ccc3c2=O)c1	/	/	-23%	/	/	?	10
Cc1nc(C(=O)N2CCCC(c3[nH]ncc3Cc3ccccc3)C2)cs1 (stereo not drawn)	2%	-8%	6%	?	?	-20%	-7
Cc1ccc(C(=O)N2CCC(CCC(=O)NCc3nc4ccccc4n3C)CC2)cc1	-4%	-6%	-21%	-24%	-9%	-7%	14
CCn1nccc1C(=O)N1CCCN(S(C)(=O)=O)C(c2ccccc2)CC(=O)NCC1 (stereo not drawn)	i	-3%	20%	?	-19%	-2%	-7
Cn1cccc1-c1noc(C2CCN(C(=O)CCc3nc4ccccc4s3)C2)n1 (stereo not drawn)	1%	/	-16%	?	?	-12%	40
CNC(=O)c1cc(-c2cnc(OC)nc2)cc2c1OCCN2Cc1cccnc1	i	-2%[172 µM]	-3%[87.6 µM]	2%[172 µM]	?	14%[87.6 µM]	-23

Sorted by heavy-atom count (ascending): some entries from above.
SMILES	GPT2 inh	FLuc inh	SNCA expr inh	HEK293 tox	3T3 cytotox	SNCA viab count	IP6K1 inhibitor
C[C@@H](c1ccccc1)N(C)C(=O)c1cc(COc2cccc(F)c2)[nH]n1	?	-9%	-4%	?	?	-6%	8
O=C1CCN(S(=O)(=O)c2ccccc2)CCCN(CC2CCCCC2)CCN1	1%	5%	?	-22%	-17%	1%	0
Cn1cccc1-c1noc(C2CCN(C(=O)CCc3nc4ccccc4s3)C2)n1 (stereo not drawn)	1%	/	-16%	?	?	-12%	40
O=C(C1CCCN1[S+](=O)([O-])c1cccs1)N1CCC(c2nc3ccncc3[nH]2)CC1 (stereo not drawn)	-3%	/	4%	2%	0%	1%	-14
Cc1ccc(C(=O)N2CCC(CCC(=O)NCc3nc4ccccc4n3C)CC2)cc1	-4%	-6%	-21%	-24%	-9%	-7%	14
COc1cccc(C(=O)c2cn(CC(=O)NCc3ccccc3)c3nc(C)ccc3c2=O)c1	/	/	-23%	/	/	?	10
COc1ccc2[nH]cc(CCNC(=O)CCC[C@H]3NC[C@@H]4C[C@H]3CN(Cc3ccccc3)C4)c2c1	?	-5%	-27%	-23%	-13%	-13%	1
Cc1ccc(C)c(Cn2c3ccccc3c3cnn(CC(=O)NCCCc4ccccc4)c(=O)c32)c1	/	/	2%	/	/	-1%	-18

More compounds.
SMILES	GPT2 inh	FLuc inh	SNCA expr inh	HEK293 tox	3T3 cytotox	SNCA viab count	IP6K1 inhibitor
CCn1ccc(C(=O)N2CC3CC(C2)[C@H]2CCCC(=O)N2C3)n1 (stereo partly drawn)	i	-9%	-18%	2%	3%	4%	21
COc1cccc(CC(=O)N2[C@@H]3CC[C@H]2CC(NC(=O)c2ccc(F)cc2)C3)c1 (stereo partly drawn)	i	3%	-6%	-20%	-12%	4%	14
OCc1ccc(-c2cc(-c3ccncc3)c3cncn3c2)cc1	-7%[88.5 µM]	3%[172 µM]	-14%[87.6 µM]	?	40µM*	2%[87.6 µM]	2
CCC[C@@H]1CN(Cc2[nH]cc(C)c(=O)c2C)C[C@H]1C(=O)O	1%	13%	3%	2%	-4%	9%	20
O=C(Nc1ccc2c(c1)OCCO2)N1CCC(CCc2nc(C3CCOCC3)no2)CC1	i	/	30%	?	?	-3%	10
C=C1CC[C@@]2(OC1)O[C@H]1CC3C4CC=C5C[C@@H](O[C@@H]6O[C@@H](C)[C@H](O)[C@@H](O)[C@H]6O)C[C@@H](O[C@@H]6O[C@H](C)[C@H](O)[C@H](O)[C@H]6O[C@@H]6O[C@@H](C)[C@H](O)[C@@H](O)[C@H]6O)[C@]5(C)C4CC[C@]3(C)[C@H]1[C@@H]2C (stereo partly drawn)	0%[17.1 µM]	/	/	/	/	-8%[12.5 µM]	4
CN(Cc1ccc2nonc2c1)Cc1cn(-c2ccccc2)nn1	-1%[11.5 µM]	-3%	0%	?	-12%	-3%	7
COCc1nc(C2CCCN(C(=O)Cc3ccc(C)cc3)C2)no1 (stereo not drawn)	-9%	-4%	32%[activator]	1%	-1%	5%[12.5 µM]	-2
O=C([C@@H]1C[C@H](Oc2cccnc2)CN1)N1CCCC1	i	6%	-2%	3%	-7%	13%	2
COC(=O)C1=C(C)NC(=O)NC1c1ccc(N(C)C)cc1 (stereo not drawn)	i	-10%	20%	2%	?	-2%	-9
CN1CC2(CCN(C(=O)c3cc(-n4cccn4)ccc3Cl)CC2)OC1=O	0%	-4%	-17%	-17%	-5%	5%	-1
COc1cccc(-c2nc(Cn3c(=O)cc(C)c4c(C)nn(-c5ccccc5)c43)c(C)o2)c1OC	/	/	5%	/	/	-2%	8
O=C(O)C[C@@H]1CCN(C(=O)NCc2ccccc2)C[C@@H]1CC1=NCCc2ccccc21	-2%[88.5 µM]	4%[172 µM]	-14%[87.6 µM]	-3%[172 µM]	-9%[174 µM]	-1%[87.6 µM]	11
COc1cccc(Nc2ncc3c(n2)C(C)(C(=O)NC2CCN(C)CC2)CC3)c1 (stereo not drawn)	-20%[88.5 µM]	0%[172 µM]	-17%[87.6 µM]	89µM*	?	-17%[87.6 µM]	11
O=C1NC2(CCCN(C(=O)c3ccccc3)C2)COc2ccccc21 (stereo not drawn)	?	1%	32%[activator]	?	?	-8%	38
CC(C)c1nnsc1Cn1ncc(N(C)CCc2ccccc2)cc1=O	i	-4%	4%	89µM*	?	2%	24
COc1ccc(C(=O)N2CCCn3nc(C)c(-c4ccccc4-c4ccccc4)c32)cc1	-30%[88.5 µM]	-7%[172 µM]	-29%[87.6 µM]	35µM*	?	-20%[87.6 µM]	19
Cc1ccc(-c2cc3c(=O)n(CCNC(=O)c4cc(C5CC5)[nH]n4)ccn3n2)c(C)c1	i	1.3µM*	38%[activator]	?	-26%	-11%	-4

Assay outcomes as filed in PubChem.

A portion of the library. The share of hits here may be higher or lower than overall.
